D3 antag = blocks the human D3 dopamine receptor; D3R cells, DiscoveRx beta-arrestin luminescence, antagonist mode; active compounds read low; max response, negative = inhibition, %; hit rate 2.5% among 360,000; AID 652054; in the data active means max response below about -50%; inconclusive means no clear call, values can overlap the other calls; further: on the % scale 0 is the no-effect control and ±100 the full control effect; mostly tested at two doses, the higher about 12 µM
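Cells expressing the human receptor were seeded at 1500 cells/well, incubated overnight at 37 degrees C in 5% CO2, then exposed to library compounds with dopamine controls for 90 minutes at 37 degrees C before luminescent detection.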
EPAC2 antag = blocks human EPAC2 exchange factor. Potency, µM (top dose mostly 114 µM), for the others: at the highest dose activity, negative = inhibition, hits mostly inhibitors. EPAC2 GEF exchange of Rap1B-BODIPY-GDP, fluorescence. Q8WZA2. hit rate 0.18% among 360,000. AID 720708; further: potency means the concentration at half of the fitted maximal effect; on the % scale 0 is the no-effect control and ±100 the full control effect; nearly all actives have a fitted effect of over 45% in size; many of its hits are not listed in these tables
Target sequence (Q8WZA2 whole entry, looked up): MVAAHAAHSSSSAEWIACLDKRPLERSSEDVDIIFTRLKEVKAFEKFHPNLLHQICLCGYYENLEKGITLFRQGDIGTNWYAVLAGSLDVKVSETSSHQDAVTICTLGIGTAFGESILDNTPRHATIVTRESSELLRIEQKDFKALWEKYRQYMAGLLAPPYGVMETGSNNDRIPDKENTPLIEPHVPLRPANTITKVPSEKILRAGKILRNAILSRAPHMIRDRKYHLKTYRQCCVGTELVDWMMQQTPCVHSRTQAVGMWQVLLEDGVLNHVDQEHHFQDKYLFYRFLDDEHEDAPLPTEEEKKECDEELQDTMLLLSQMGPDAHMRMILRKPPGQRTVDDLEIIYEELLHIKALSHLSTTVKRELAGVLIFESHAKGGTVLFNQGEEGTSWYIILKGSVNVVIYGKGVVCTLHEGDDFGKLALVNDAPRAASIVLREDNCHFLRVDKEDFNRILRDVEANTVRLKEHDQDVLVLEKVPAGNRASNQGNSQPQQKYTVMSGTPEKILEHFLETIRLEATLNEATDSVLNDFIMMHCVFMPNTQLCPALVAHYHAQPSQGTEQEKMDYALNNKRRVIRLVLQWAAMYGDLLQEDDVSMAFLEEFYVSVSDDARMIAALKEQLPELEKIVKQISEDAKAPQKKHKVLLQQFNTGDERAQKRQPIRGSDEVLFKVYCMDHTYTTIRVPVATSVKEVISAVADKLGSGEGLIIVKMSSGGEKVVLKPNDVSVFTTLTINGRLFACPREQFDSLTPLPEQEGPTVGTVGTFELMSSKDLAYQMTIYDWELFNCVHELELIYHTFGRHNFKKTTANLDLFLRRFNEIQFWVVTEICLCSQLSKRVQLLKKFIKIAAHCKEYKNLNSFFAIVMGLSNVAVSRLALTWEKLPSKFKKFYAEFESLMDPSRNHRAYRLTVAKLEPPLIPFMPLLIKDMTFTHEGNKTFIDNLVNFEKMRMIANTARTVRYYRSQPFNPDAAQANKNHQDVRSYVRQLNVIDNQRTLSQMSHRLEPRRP
EPAC2 ag = activates human EPAC2 exchange factor. EPAC2 activation, biochemical qHTS; response scale: 100% = 6.5 mM cAMP response. hit rate 0.079% among 360,000. Potency, µM (top dose mostly 154 µM), for inactives: top-dose activation, actives largely listed as activators. AID 720711; further: potency means the concentration at half of the fitted maximal effect; nearly all actives have a fitted effect of over 50% in size
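Compounds were titrated in qHTS against a Rap1B-BODIPY-GDP (250 nM) complex with EPAC2 (100 nM) and GDP (50 uM). BODIPY-GDP release tracked at 480/540 nm over 30 min at room temperature, normalized to 6.5 mM cAMP.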
PTHR1 agonist = agonists of human PTHR1 parathyroid hormone receptor | HEK293 GP2 PTHR1 cells, GloSensor cAMP luminescence, 1 h | Potency, µM (titrated, usually from 115 µM), without a hit: at the top dose activation, most hits filed as activators | hit rate 0.075% among 410,000 | AID 743266; further: potency means the concentration at half of the fitted maximal effect; nearly all actives have a fitted effect of over 55% in size; some results filed as inactive show a strong effect at the top dose; inactives centre near -15; many of its hits are not listed in these tables
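HEK-293-derived GP2 cells expressing PTHR1 and a GloSensor cAMP reporter, 3,000/well, plated overnight, given luciferin plus IBMX (each 0.5 mM as added) for 1 h at 37 °C, then compound for 1 h at 37 °C. Luminescence was read after 15 min at room temperature.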
CCT modulator = modulators of cytosolic chaperonin (CCT/TRiC) activity; purified chaperonin ATPase assay, HTRF ADP detection, 30 min; activity change, % (concentration not given with the values), hits read low; hit rate 0.3% among 360,000; AID 651819; in the data active means activity change below about -30%; further: on the % scale 0 is the no-effect control and ±100 the full control effect
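First, chaperonin was dispensed at 40 nM or 20 nM final depending on batch activity. Next, compounds were pinned at 76 uM and ATP added at 10 uM. After 30 min at 37 °C, ADP detection reagents ran 30 min at ambient temperature.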
pAkt inh = inhibitors of Akt phosphorylation; activity change, % for hits at 50 µM; hit rate 0.32% among 360,000; AID 651550; Neuro2A IGF-stimulated pAkt S473 HTRF, 20 min; active compounds read low; in the data active means activity change below about -80%; inconclusive means mostly about -51% to -80%; further: on the % scale 0 is the no-effect control and ±100 the full control effect
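Single-point screen (50 µM final compound) in Neuro2A cells stimulated 20 min with 6 nM IGF at 37 deg C. After lysis, Ser473-phosphorylated Akt read by HTRF (ex 330 nm, em 615/665 nm) as the 665/615 ratio.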
DRD3 agonist = D3 dopamine receptor (human) agonism; P35462; hit rate 0.58% among 410,000; max activation, %; D3R DiscoveRx beta-arrestin cells, luminescence, 90 min; in the data active means max activation above about 30%; further: 0% is about no effect; mostly tested at two doses, the higher about 12 µM
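Agonist mode: compounds and dopamine controls were applied to plated cells for 90 min at 37 degrees C after an overnight attachment at 1500 cells/well. Luminescent read-out followed 30 - 60 minutes at room temperature with DiscoveRx detection reagent.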
Mm-Cpn inhibitor = inhibitors of Methanococcus maripaludis chaperonin (MmCpn); purified Mm-Cpn ATPase, ADP Transcreener TR-FRET; Potency, µM (highest dose often 76.9 µM), for inactives: top-dose activity, negative = inhibition, most hits filed as inhibitors; hit rate 0.031% among 330,000; AID 504842; further: potency means the concentration at half of the fitted maximal effect; on the % scale 0 is the no-effect control and ±100 the full control effect; nearly all actives have a fitted effect of over 80% in size
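Reaction buffer contained 30 mM Tris pH 7.4, 100 mM KCl, 5 mM MgCl2 and 1 mM DTT. Mm-CPN (25 nM final) hydrolysed 10 uM ATP over 30 min at 37°C; ADP was read by HTRF.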
An asterisk follows results filed as active; i = inactive; ? = inconclusive; · = not tested or not shown; & = joins results of further samples; [ ] = remark or other dose. Unless noted, the call rests on the fitted dose curve; in most records, active means well fitted curve in the direction sought with a large enough effect; inconclusive means small, poorly fitted or top-dose-only effect, or another doubt; inactive means no such curve, though single readings can be large; an effect the other way counts as inactive or inconclusive. These rows are one share of the data; rates above refer to the full screens.

SMILES	D3 antag	EPAC2 antag	EPAC2 ag	PTHR1 agonist	CCT modulator	pAkt inh	DRD3 agonist	Mm-Cpn inhibitor
CC1CCCCN1S(=O)(=O)c1cnc(Cl)c(Br)c1 (stereo not drawn)	-27	0%	-4%	-12%	0.1	i	-9	2%
COc1ccc(C(O)c2nccn2C)cc1 (stereo not drawn)	13	-3%	15%	-15%[57.5 µM]	-2.4	i	-7	0%
O=C(COC(=O)CNS(=O)(=O)c1cccc(F)c1)NCCc1ccccc1	5	14%	-6%	i	0.0	i	5	-4%
COc1cccc2cc(C(=O)NCc3ccco3)c(=Nc3ccc(C(=O)O)cc3)oc12	20	-10%	-1%	-17%[57.5 µM]	2.1	i	6	2%
COc1ccccc1NC(=O)Cn1cnc2c(cnn2-c2ccc(C)c(C)c2)c1=O	2	6%	-6%	-35%[inhibitor]	-3.0	i	0	2%
CCCCn1c(SCC(=O)O)nc2ccccc21	-80*	-1%	12%	-18%	-1.1	i	-11	3%
COc1cccc(-n2nnnc2SCC(=O)NC2CCCC2)c1	-5	-5%	10%	-7%[57.5 µM]	-15	i	-2	1%
COc1ccc2[nH]c(C(=O)O)c(NS(=O)(=O)c3ccc(Cl)s3)c2c1	-29	23%	-2%	i	-1.3	-88%*	3	2%
CC1CCC2(CC1)NC(=O)N(CC(=O)NC(C)c1ccc(F)c(F)c1)C2=O (stereo not drawn)	-2	1%	8%	7%	-0.5	i	1	1%
O=C(CN1CCN(S(=O)(=O)c2ccccc2)CC1)NC(=O)NCc1ccccc1	10	12%	-3%	-20%[57.5 µM]	0.5	i	1	0%

Four neighbouring entries out of the list so far:
SMILES	D3 antag	EPAC2 antag	EPAC2 ag	PTHR1 agonist	CCT modulator	pAkt inh	DRD3 agonist	Mm-Cpn inhibitor
COc1cccc2cc(C(=O)NCc3ccco3)c(=Nc3ccc(C(=O)O)cc3)oc12	20	-10%	-1%	-17%[57.5 µM]	2.1	i	6	2%
COc1ccccc1NC(=O)Cn1cnc2c(cnn2-c2ccc(C)c(C)c2)c1=O	2	6%	-6%	-35%[inhibitor]	-3.0	i	0	2%
CCCCn1c(SCC(=O)O)nc2ccccc21	-80*	-1%	12%	-18%	-1.1	i	-11	3%
COc1cccc(-n2nnnc2SCC(=O)NC2CCCC2)c1	-5	-5%	10%	-7%[57.5 µM]	-15	i	-2	1%

Going on with the list:
SMILES	D3 antag	EPAC2 antag	EPAC2 ag	PTHR1 agonist	CCT modulator	pAkt inh	DRD3 agonist	Mm-Cpn inhibitor
Cc1ccc(Nc2nnc(SC(C)C(=O)NCC3CCCO3)s2)cc1C (stereo not drawn)	3	-7%	3%	-4%	0.6	i	-3	-5%
Cc1ccc(S(=O)(=O)N2CCCCC2)cc1NC(=O)Cn1ccc(C(F)(F)F)n1	8	-4%	-2%	-6%	-8.6	i	-4	0%
O=C(CSc1nc2ccccc2c(=O)n1Cc1ccccc1)Nc1ccc(Br)cc1C(=O)O	0	?	-3%	-17%	-1.5	i	1	-6%
COc1ccccc1-c1nc(S(=O)(=O)c2ccccc2)c(N2CCOCC2)o1	6	7%	13%	-4%	-0.3	i	1	1%
CCCSc1nnc(NC(=O)Nc2ccccc2)s1	11	16%	-6%	-27%	2.1	i	1	2%
CCSc1nc(N)nc(-c2cccs2)c1C#N	34	-10%	11%	-24%	-0.4	i	2	-5%
C[C@H](NC(=O)c1nc[nH]c1C(=O)NCCCCCN)C(=O)OC(C)(C)C	22	-3%	1%	i	-0.4	i	3	0%
COc1cc(C2SC(C)C(=O)N2CCc2ccccc2)cc(OC)c1OC (stereo not drawn)	2	-2%	9%	-5%	0.2	i	-2	3%
Cc1noc(C)c1COc1cccc(C(=O)NCc2cccc(Cl)c2)c1	45	-1%	8%	-31%[inhibitor]	0.3	i	1	-9%
O=C(Nc1ccc(F)cc1)C(Cc1ccccc1)n1cccc1 (stereo not drawn)	-10	-20%	3%	-27%	-1.4	i	-12	0%
COc1ccc(N2CCN(S(=O)(=O)c3cccs3)CC2)cc1	-3	-4%	4%	-27%	-1.8	i	1	4%
Cc1c(C(=O)NC(C)C2CC3CCC2C3)cccc1[N+](=O)[O-] (stereo not drawn)	10	-6%	1%	i	-1.1	i	-5	-2%
O=C(c1ccc(NC(=O)C2(c3ccccc3)CCCC2)cc1)N1CCOCC1	-2	-1%	3%	-12%	2.6	i	-7	1%
CCOC(=O)N1CCN(C(=O)C(=O)NNC(=O)COc2ccc(Cl)cc2)CC1	11	-4%	0%	i	1.7	i	9	0%
COc1cc2[nH]c3c(=O)n4c(nc3c2cc1OC)SCCC4	18	8%	0%	-5%	0.8	i	0	3%
COc1ccc(C(=O)OCC2CC(c3ccccc3)=NO2)cc1OC (stereo not drawn)	-11	-7%	14%	-2%	-2.6	i	-8	-17%
CN(C)C(=O)CSc1nnc([C@H](Cc2c[nH]c3ccccc23)NC(=O)OC(C)(C)C)o1	-24	-3%	3%	i	-1.0	i	-2	0%
CCN(CC)CCCN=Cc1c(O)n(-c2ccccc2C)c(=O)c2ccccc12	0	4%	5%	28%	-2.0	i	-1	-5%
CCCC1NC(=O)c2cccnc2-n2c1nc1ccc(C)cc1c2=O (stereo not drawn)	-21	18%	-5%	-3%	1.3	i	-9	·
COc1ccccc1NC(=O)Cn1nc(Cc2cccnc2)c2ccccc2c1=O	6	0%	2%	i	-0.6	i	4	-7%
CC(C)C1CC(CCN)(Cc2ccccc2)CCO1 (stereo not drawn)	0	6%	10%	8%	0.0	i	-4	2%
c1ccc(-n2ncc3c(NCc4cccs4)ncnc32)cc1	8	1%	1%	i	0.4	i	0	1%
Cc1cccc(Nc2ncnc(N)c2[N+](=O)[O-])n1	5	1%	10%	-4%	-2.1	i	-2	-1%
CCC(C)NC(=O)C(=O)NC1CCCC1 (stereo not drawn)	7	5%	2%	3%	-3.7	i	0	0%
COCCNCCCOc1ccc(Cl)cc1Br	-78*	4%	12%	-20%	-0.9	i	-4	1%
CC1=C(C)C(=O)N(CCC(=O)O)C1=O	16	17%	-2%	-4%[57.5 µM]	0.8	i	2	0%
CCC1CCCCN1Cc1ccc(OC)c(C)c1C (stereo not drawn)	-2	11%	-4%	-3%[57.5 µM]	-2.8	·	2	-3%
COc1cc(OC)c(OC)cc1CNC(=O)c1cc(S(=O)(=O)N2CCOCC2)ccc1F	41	2%	-3%	-46%[inhibitor]	2.4	i	0	1%
O=C(NCc1ccco1)C(=O)NCC(c1ccco1)N1CCOCC1 (stereo not drawn)	18	0%	1%	i	0.7	i	8	-3%
CC(C)N(C(=O)[C@H]1CC(CC(=O)NC(C)(C)C)C(=O)N2CCc3c([nH]c4ccccc34)[C@]12C)C(C)C (stereo partly drawn)	-10	-18%	9%	-2%	-0.8	i	-5	3%
CCCCCCNc1cc2n(c(=O)n1)CCc1cc(OC)c(OC)cc1-2	-25	0%	-10%	-3%[57.5 µM]	0.4	i	-6	-1%
O=C(NC1CCS(=O)(=O)C1)C1CCCC1 (stereo not drawn)	9	-1%	0%	i	-1.1	i	8	-3%
CON(C)c1nc(Oc2ccc(=O)[nH]n2)nc(N(C)C)n1	-9	0%	1%	i	-4.7	i	5	1%
Cc1cc(NC(=O)CSc2nnnn2Cc2ccccc2)no1	3	-13%	7%	?	0.6	i	-1	0%
CCn1c(COc2ccc(OC)cc2)nnc1SCC(=O)Nc1cc(OC)ccc1OC	6	-1%	1%	-21%	0.4	i	4	1%
CC(C)CC(=O)N1CCC(O)(CS(=O)(=O)Cc2ccc(Cl)cc2)CC1	15	-5%	6%	i	0.3	·	1	-3%
Cn1c(=O)oc2cc(S(=O)(=O)N3CCCC(C(=O)Nc4nccs4)C3)ccc21 (stereo not drawn)	0	-10%	-5%	-88%[inhibitor]	1.2	i	1	2%
CCCCCCCCOc1ccc(C(=O)O)cc1	6	?	-4%	-29%	0.3	i	5	-3%
O=C1N(CC(=O)N2CCc3ccccc32)CCN1Cc1ccccc1Cl	?	6%	-7%	-64%[inhibitor][57.5 µM]	0.0	i	-9	2%
O=C(NCc1ccccc1Cl)C1CCN(c2ncnc3c2nc2n3CCCCC2)CC1	-3	-10%	4%	-2%&23%	-0.6	i	2&-9	-9%
CON(C)C(=O)CC(CNC(=O)OC(C)(C)C)c1ccc(Cl)cc1 (stereo not drawn)	16	-2%	4%	-7%	0.2	i	2	1%
CCCn1cnc2cc(NCc3ccc(Br)cc3)ccc21	0	0%	9%	-19%	-2.5	i	4	2%
O=C1c2ccccc2NC(c2cn[nH]c2-c2ccc(Cl)cc2)N1O (stereo not drawn)	8	9%	5%	-7%	-1.4	i	1	1%
CCCCNC(=O)c1ccccc1NC(=O)CCC	0	2%	10%	9%	-0.2	i	-3	-11%
O=C(O)C1CCN(C(=O)c2ccc(Cl)cc2)CC1	12	11%	-5%	-19%	-2.2	i	-2	0%
COc1ccc(CNC(=O)/C=C/c2ccc(OCCCF)cc2)cc1OC	31	0%	-8%	i	-1.2	i	-2	0%
O=[N+]([O-])c1cc(S(=O)(=O)CCCN2CCOCC2)ccc1F	9	4%	-4%	-76%[inhibitor]	0.1	i	-3	-1%
O=C(OCCC1Oc2cccnc2NC1=O)c1ccc(Cl)cc1 (stereo not drawn)	-12	-8%	12%	-14%	-3.9	i	-2	1%
CCc1c(-c2ccc(F)cc2)ncn1Cc1cccc(-c2ccccc2)c1	-10	1%	23%	-27%	·	i	-6	·
COc1ccc(-n2c(C)n[nH]c2=O)cc1OC	12	15%	0%	-20%	2.0	i	1	1%

Remaining list, next part.
SMILES	D3 antag	EPAC2 antag	EPAC2 ag	PTHR1 agonist	CCT modulator	pAkt inh	DRD3 agonist	Mm-Cpn inhibitor
Nc1cc(-c2ccc(Br)cc2)[nH]n1	-16	-4%	-6%	i	-0.8	i	-5	-3%
CCOC(=O)C1=C(CN2CCOCC2)NC(=O)NC1c1cccc([N+](=O)[O-])c1 (stereo not drawn)	2	5%	8%	-23%	-1.7	i	10	-1%
CCOC(=O)c1c2n(c3ccc(OC(C)=O)cc13)CCC2	-4	-12%	4%	-5%	-0.1	i	3	2%
Cc1noc(/C=C/c2ccccn2)c1[N+](=O)[O-]	-14	6%	8%	?	1.3	i	13	-9%
O=C(/C=C/c1ccc(S(=O)(=O)N2CCOCC2)cc1)Nc1cc(F)ccc1F	-19	-7%	7%	-19%	-1.8	i	10	2%

Compound activity (PubChem)
